NOD2 inhibition: inhibition of NOD2-driven NF-kB reporter – cell-based, luminescence, uHTS, HEK293 (AID 1566); HEK293 NOD2/NF-kB luciferase reporter, luminescence; higher % means a stronger effect; one-dose inhibition, % at 4 µM; EC50 in µM for titrated hits; actives 0.63% (n = 290,000); also: many of its hits are not listed in these tables
MgcRacGAP inhibition: MgcRacGAP GTPase-activating activity inhibitors, confirmation, biochemical, ADP Hunter fluorescence; MgcRacGAP-stimulated Rac1 GTP hydrolysis, ADP Hunter fluorescence; higher % means a stronger effect; GST-tagged Rac1 F28L mutant substrate; one-dose inhibition, % at 30 µM; IC50 in µM for titrated hits; actives 0.6% (n = 340,000); AID 624330;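 active = first-screen hits whose inhibition reached a set limit at any dose in the follow-up dose series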;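 also: fluorescence reports GDP produced by GAP-driven GTP hydrolysis; strong numbers were not always called active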
KOR beta-arrestin-1: KOR agonists, beta-arrestin recruitment, primary screen, cell-based, luminescence, uHTS (AID 1777) | KOR beta-arrestin recruitment, luminescence; higher % means a stronger effect | activation, % at 10 µM; hits with a dose series show EC50 in µM | actives 0.02% (n = 280,000); in the data active = activation above about 50%, passing the limit was not always enough; also: a part of the inactive calls stands beside numbers as strong as those of hits
Large T inhibition: TAg ATPase/helicase activity blockers – biochemical (AID 1903). SV40 large T antigen ATPase/helicase inhibition assay; higher % means a stronger effect. inhibition, % at 20 µM; hits with a dose series show IC50 in µM. actives 0.39% (n = 310,000); in the data active = a potency from the dose series; also: strong numbers were not always called active
KOR beta-arrestin-2: kappa opioid receptor blockers – cell-based, luminescence, uHTS (AID 1778) | inhibition, % at 10 µM, or IC50 in µM where a hit was titrated | KOR beta-arrestin recruitment, luminescence, antagonist mode; higher % means a stronger effect | actives 0.091% (n = 290,000); also: strong numbers were not always called active
GPR55 activation: selective activators of receptor GPR55 – imaging, U2OS cells, beta-arrestin-GFP redistribution, primary screen (AID 1961) | actives 0.048% (n = 290,000) | one-dose activation, % at 10 µM; EC50 in µM for titrated hits | U2OS GPR55 beta-arrestin-GFP redistribution imaging; higher % means a stronger effect;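 active = activation above 40% with more than 50 cells counted in the well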;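 also: U2OS osteosarcoma cells stably expressing GPR55 and beta-arrestin-GFP; plate controls were DMSO negative control for no effect and LPI positive control for full effect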
HIV fusion peptide: inhibitors of HIV fusion peptide binding, primary screen, biochemical, uHTS, fluorescence dequenching (AID 1986); actives 0.3% (n = 290,000); cell-free peptide binding, fluorescence dequenching, 30 min; higher % means a stronger effect; one-dose inhibition, % at 20 µM; IC50 in µM for titrated hits; in the data active = inhibition mostly above about 52%, no sharp cut-off; inactive = mostly below about 76%; also: some results filed as inactive read as strong as hits
GPR55 LPI antagonism: inhibition of LPI-stimulated GPR55 beta-arrestin translocation – imaging, U2OS, beta-arrestin-GFP, LPI agonist, primary screen (AID 2013); U2OS GPR55 beta-arrestin-GFP translocation imaging, LPI antagonism; higher % means a stronger effect; inhibition, % at 10 µM; hits with a dose series show IC50 in µM; actives 0.13% (n = 290,000);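 active = spots per cell inhibited over 60%, with over 100 cells counted and total cytoplasm intensity under 500,000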;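 also: U2OS cells stably carrying GPR55 and arrestin-GFP stimulated by 5 µM LPI near EC80; imaged beta-arrestin-GFP aggregate spots per cell after agonist stimulation; plate controls were LPI-stimulated DMSO wells for no effect and DMSO wells without LPI for full effect; some results filed as inactive read as strong as hits; confirmed hits need IC50 under 10 µM and bright autofluorescent wells are also inconclusive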
NOD1 inhibition: NOD1 signaling inhibitors, primary screen, cell-based, luminescence, uHTS (AID 1578). inhibition, % at 4 µM, or EC50 in µM where a hit was titrated. NOD1-driven NF-kB luciferase reporter cells, luminescence; higher % means a stronger effect. actives 1% (n = 290,000); in the data active = inhibition mostly above about 36%, no sharp cut-off; inactive = mostly below about 34%;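 also: HEK-293T reporter cells stimulated with the NOD1 agonist gamma-tri-DAP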
Active calls of the source: *; x = no result given; [ ] = remark or other dose. Rule as the data show it, unless noted: active = inhibition above about 50%; inactive = the rest.

SMILES	NOD2 inhibition	MgcRacGAP inhibition	KOR beta-arrestin-1	Large T inhibition	KOR beta-arrestin-2	GPR55 activation	HIV fusion peptide	GPR55 LPI antagonism	NOD1 inhibition
O=C(NCc1ccc(F)cc1)Nc1cccc([N+](=O)[O-])c1	-3.5%	5.7%	-4.5%	12.7%	-28.9%[20 µM]	-0.1%	-0.5%	11.7%	-31.3%
COc1ccccc1NC(=S)N1CCCC1	18.2%	2.1%	-2.2%	-1.5%	x	0.7%	-1.5%	-0.7%	-8.9%
CC(=O)N1c2ccc(Cl)cc2C2C=CCC2C1c1cccc2ccccc12 (configuration not stated)	-13.3%	4.4%	11.8%	7.7%	2.9%	0.2%	2.2%	31.8%	36.5%
O=C(Nc1ccc(Cl)cc1)Nc1ccccc1Sc1ncc([N+](=O)[O-])s1	-119.5%	11.9%	11.7%	16.2%	-78.4%	-0.2%	8.4%	-2.3%	-6.5%
O=C(Nc1ccc(C(=O)N2CCCCC2)cc1)C1=CSCCO1	-11.2%	7.3%	-3.2%	8.5%	-10.8%	-0.4%	1.5%	-14.9%	-12.8%
O=S(=O)(c1ccc(NC2CCCCC2)cc1)N1CCOCC1	8.7%	0.8%	0.5%	14.1%	10.5%	0.3%	-0.6%	-5.7%	2.6%
CN(CC1COc2ccccc2O1)C(=S)Nc1ccccc1F (configuration not stated)	6.7%	6.6%	-5.1%	-1.0%	-1.7%	-0.1%	-0.1%	-9.6%	-7.3%
Cc1ccccc1NS(=O)(=O)c1ccc(C)c(C(=O)N2CCOCC2)c1	-10.7%	6.9%	1.0%	-13.1%	-11.1%	-0.1%	0.9%	34.5%	-38.0%
NNC(=O)CNC(c1ccccc1)c1cc(Br)ccc1N (configuration not stated)	19.3%	-6.8%	-3.1%	14.6%	15.5%	-0.2%	0.7%	8.1%	-2.2%
COc1ccc(NC(=O)CN2CC(c3ccccc3)CC2=O)cc1OC (configuration not stated)	19.8%	4.8%	5.4%	2.0%	23.3%	-0.5%	-1.0%	-1.5%	-12.7%
NNC(=O)C1c2ccccc2Oc2ccccc21	-1.5%	1.6%	-1.2%	2.0%	-3.1%	-0.1%	0.1%	2.0%	-9.3%
CSc1nc2c(c(=O)n1C)SC(C)C2 (configuration not stated)	-3.1%	0.5%	-3.4%	8.5%	-11.8%	-0.3%	2.6%	-12.6%	-20.3%
Cc1ccc(C(=O)NNC(=O)c2cccc(S(=O)(=O)N3CCN(c4ccccc4)CC3)c2)cc1	11.5%	12.7%	3.9%	8.2%	15.9%	-0.3%	-1.6%	11.4%	33.6%
CCN(CC)C(=O)CSc1nnc(NC(=O)CCc2ccccc2)s1	13.9%	-9.0%	-3.2%	21.6%	-3.1%	0.6%	0.0%	-2.6%	-2.9%
Cc1cccc(NS(=O)(=O)c2ccc(C3CCCCC3)cc2)n1	13.5%	8.9%	-1.3%	10.5%	7.3%	-0.1%	-0.3%	-5.7%	22.5%
O=C(NCc1ccccc1)C1CCCN1S(=O)(=O)c1ccc(Cl)cc1 (configuration not stated)	3.9%	2.4%	0.2%	8.0%	-21.2%[20 µM]	0.8%	0.6%	-2.0%	-15.6%
COc1ccccc1NC(=O)CSc1nc2ccccc2c(=O)n1CCNC(C)=O	16.7%	0.4%	5.1%	-1.3%	24.7%	0.3%	-3.2%	19.7%	-13.1%
O=C(NCc1nnc(SCC(=O)N2CCCCC2)o1)c1c(F)cccc1Cl	12.3%	-17.0%	-1.8%	5.5%	-19.9%	0.0%	-1.3%	6.5%	-7.6%
O=S(=O)(NC1CCCCC1Nc1ccc(Cl)cc1)c1ccccc1 (configuration not stated)	9.9%	9.4%	5.1%	11.0%	-0.3%	0.3%	-1.0%	14.5%	-2.3%
Cc1cccc(Nc2ccc([N+](=O)[O-])cc2C(=O)O)c1	0.3%	9.6%	-0.4%	10.2%	24.6%	0.2%	17.9%	12.5%	-27.3%
CCOc1cc(S(=O)(=O)NC2CC2)c(OCC)cc1-n1cnnn1	6.5%	-1.2%	-0.4%	17.6%	20.0%	-0.1%	4.0%	2.0%	-3.3%
CCc1ccc(CN(C)C(=O)CCc2nnc(CCc3cccc(OC)c3)o2)nc1	7.9%	1.9%	x	6.1%	-14.8%[20 µM]	-0.1%	1.4%	2.4%	-38.5%
CCOC(=O)N1CCN(Cc2ccc(O)c3ncccc23)CC1	20.1%	x	-3.7%	x	-2.6%[20 µM]	-0.1%	-0.7%	-6.4%	-12.8%
COc1ccc(C)cc1NC(=O)CNC(c1ccccc1)c1ccc(C)cc1 (configuration not stated)	-7.4%	5.5%	6.6%	-1.3%	-136.6%	-0.2%	-1.0%	-12.7%	-10.2%
COc1ccc(N(C(=O)C(C)C)S(=O)(=O)c2ccc3ccccc3c2)cc1	12.8%	2.6%	-4.1%	3.2%	2.8%[20 µM]	0.4%	-1.9%	-4.4%	9.8%
CCOc1cc(C(C(=O)NCC2CCCO2)N(C(=O)Cn2nnc3ccccc32)c2ccc(OC)c(OC)c2)ccc1O (configuration not stated)	-8.3%	-11.5%	-2.6%	10.6%	14.4%	0.2%	-0.1%	2.5%	-36.7%
Cn1ncc(Cl)c1C(=O)N1CCN(c2ncccn2)CC1	7.4%	6.4%	-3.8%	6.8%	-8.8%	0.2%	-0.5%	9.7%	-42.0%
COc1ccc(CCNC(=O)c2cn3ccc(C)cc3n2)cc1OC	14.0%	0.0%	-5.9%	10.6%	3.5%	-0.4%	0.9%	-3.1%	-20.9%
CCN(CC)C(=O)Cn1c(C)c(/C=C/c2cc[n+](C)cc2)c2ccccc21	15.9%	5.5%	-5.9%	28.8%	20.0%	-0.1%	115.0%*	-4.2%	-15.8%
COc1ccc(-c2cc3c(=O)n(CC(=O)N4CCCC4)ncn3n2)cc1	-5.1%	4.2%	4.7%	12.1%	-26.4%	0.0%	1.6%	5.0%	-6.1%
O=C(Nc1ccc(Cl)cc1)c1ccc2c(c1)OCO2	-177.3%	3.9%	3.2%	1.4%	-32.4%	0.5%	1.9%	2.4%	-41.5%
CN1CCN(c2nc(-c3cccnc3)nc3scc(-c4ccccc4)c23)CC1	0.8%	12.3%	2.4%	6.2%	-1.7%	0.4%	0.5%	-9.1%	-44.9%
COc1ccc(C2=NN(C(=O)CCC(=O)O)C(c3ccc(OC)cc3)C2)cc1 (configuration not stated)	15.9%	6.5%	3.1%	3.0%	-36.5%[20 µM]	0.4%	-0.2%	4.0%	-15.2%
C=CCn1cc(Cl)c(=O)n(CC=C)c1=O	9.3%	3.0%	3.9%	3.1%	-23.3%	0.0%	2.2%	20.7%	-23.0%
COc1ccc(N2C(=O)c3ccccc3NC23CCCC3)cc1	-14.5%	2.5%	0.4%	5.3%	10.9%	-1.1%	-1.0%	-17.8%	-35.2%
C=CCOc1ccc(/C=N/NC(=O)CN(c2cc(Cl)ccc2OC)S(=O)(=O)c2ccc(C)c([N+](=O)[O-])c2)cc1	-63.1%	4.1%	-3.1%	0.1%	17.6%	-0.2%	-0.8%	-3.0%	-0.5%

For convenience, 4 of the compounds above.
SMILES	NOD2 inhibition	MgcRacGAP inhibition	KOR beta-arrestin-1	Large T inhibition	KOR beta-arrestin-2	GPR55 activation	HIV fusion peptide	GPR55 LPI antagonism	NOD1 inhibition
COc1ccc(C2=NN(C(=O)CCC(=O)O)C(c3ccc(OC)cc3)C2)cc1 (configuration not stated)	15.9%	6.5%	3.1%	3.0%	-36.5%[20 µM]	0.4%	-0.2%	4.0%	-15.2%
C=CCn1cc(Cl)c(=O)n(CC=C)c1=O	9.3%	3.0%	3.9%	3.1%	-23.3%	0.0%	2.2%	20.7%	-23.0%
COc1ccc(N2C(=O)c3ccccc3NC23CCCC3)cc1	-14.5%	2.5%	0.4%	5.3%	10.9%	-1.1%	-1.0%	-17.8%	-35.2%
C=CCOc1ccc(/C=N/NC(=O)CN(c2cc(Cl)ccc2OC)S(=O)(=O)c2ccc(C)c([N+](=O)[O-])c2)cc1	-63.1%	4.1%	-3.1%	0.1%	17.6%	-0.2%	-0.8%	-3.0%	-0.5%

Other records.
SMILES	NOD2 inhibition	MgcRacGAP inhibition	KOR beta-arrestin-1	Large T inhibition	KOR beta-arrestin-2	GPR55 activation	HIV fusion peptide	GPR55 LPI antagonism	NOD1 inhibition
CCOc1ccc(NC(=O)CSc2nnc(N)s2)c([N+](=O)[O-])c1	-4.8%	5.1%	-3.0%	3.9%	12.2%	-0.4%	-1.9%	-0.6%	-24.6%
O=C(c1cc(COc2ccc(F)cc2Cl)on1)N1CCCC(OCc2cccnc2)C1 (configuration not stated)	-6.3%	2.6%	-4.6%	9.2%	2.6%	-0.3%	1.1%	-3.9%	-8.0%
O=C(CC1CCCCC1)N=C1SC2CS(=O)(=O)CC2N1c1ccccc1 (configuration not stated)	-5.5%	-5.8%	-2.3%	6.7%	-1.3%	0.3%	2.5%	4.9%	-32.7%
COc1cc2ncnc(NCc3cccc(Cl)c3)c2cc1OC	-86.5%	9.0%	-2.8%	0.9%	-24.0%	-0.2%	-0.8%	3.8%	44.2%
COCCN(Cc1ccccc1)C(=O)c1c(C)nn(-c2ccccc2)c1C	7.0%	-3.9%	4.9%	-0.1%	-26.4%	-0.6%	1.4%	-4.3%	-16.3%
OC(COc1ccccc1)CN1CCN(c2ncccn2)CC1 (configuration not stated)	-5.0%	11.7%	1.6%	3.6%	-8.7%	0.0%	-1.7%	3.2%	2.6%
Cc1cc(NS(=O)(=O)c2c(C)[nH]c(=O)[nH]c2=O)ccc1Br	2.1%	8.1%	-0.4%	9.0%	8.1%	0.4%	0.8%	0.7%	-11.1%
Cc1nc2nc(Cc3ccccc3)[nH]n2c(=O)c1Cc1ccccc1	24.1%	-3.4%	-2.1%	6.7%	-27.8%	-0.1%	5.4%	5.5%	x
O=C(O)CCC(=O)N1CCN(c2cccc(Cl)c2)CC1	4.3%	9.4%	-3.6%	9.7%	15.4%	-0.1%	-1.0%	6.0%	-4.5%
O=C(c1ccc(Br)o1)N1CCCc2ccccc21	5.5%	5.3%	5.9%	26.5%	-17.3%	-0.3%	2.1%	1.6%	-31.9%
Cc1ccc2nc(SC(C(=O)Nc3ccc(F)cc3)c3ccccc3)[nH]c2c1 (configuration not stated)	9.9%	9.2%	-3.5%	4.8%	-26.9%	-0.2%	6.3%	8.1%	-18.0%
CCOc1ccc(CCNC(=O)C(O)c2ccccc2)cc1 (configuration not stated)	-2.9%	10.6%	10.4%	2.3%	-7.7%	-0.2%	-0.7%	1.5%	-3.8%
COc1ccc(C(=O)NNC(=O)c2ccc(S(=O)(=O)N3CC(C)OC(C)C3)cc2)cc1 (configuration not stated)	-10.8%	1.6%	2.8%	3.3%	-9.5%	0.2%	-2.0%	-7.9%	-21.4%
CC(=O)Nc1ccc(S(=O)(=O)Nc2ccc3c(c2)OCCO3)cc1Cl	20.9%	x	-2.9%	9.2%	1.7%	0.0%	-0.8%	-27.3%	20.9%
COc1cc(CC(=O)Nc2cccc(C(F)(F)F)c2)cc(OC)c1OC	13.2%	4.8%	6.0%	4.0%	-17.3%	-0.3%	-0.7%	-7.1%	7.5%
COc1ccc(Cl)cc1C(=O)NCc1ccc2c(c1)OCO2	8.9%	0.7%	-0.6%	9.4%	-9.7%	-0.1%	-1.0%	-6.9%	-16.1%

Only part of the results is shown. The share of hits here may be higher or lower than overall.
